Screening data (PubChem)
HT1080NT lethal: qHTS for induction of synthetic lethality in tumor cells producing 2HG: qHTS for the HT-1080-NT fibrosarcoma cell line; HT-1080-NT fibrosarcoma viability, CellTiter-Glo ATP luminescence, 48 h; Potency, µM (highest dose often 46.1 µM), for the others: at the highest dose activity, negative = less viability, usual class: cytotoxic; 360,000 tested, 1.6% active; AID 686970, 2013;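 note: NT is the 2HG producing partner of a matched IDH1 knockdown line; potency is the fitted concentration of half-maximal effect; 0% = DMSO-treated cells and -100% = media-only wells without cells; nearly all actives have a fitted effect of over 55% in size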
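A 48-hour cytotoxicity screen used HT-1080-NT cells plated 2 hours before compound delivery. ATP-based CellTiter-Glo luminescence measured viability, normalized to DMSO and no-cell controls.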
GLP1R cytotox: qHTS of GLP-1 Receptor Inverse Agonists: Cytotox Screen. HEK293 cAMP-luciferase reporter cells, luminescence, 24 h. 410,000 tested, 0.13% active. Potency, µM (highest dose often 38.3 µM), for inactives: top-dose activity change, negative = inhibition, most hits filed as inhibitors;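 note: loss of luciferase light is scored as toxicity; potency is the fitted concentration of half-maximal effect; % is set by controls: 0 for no effect and ±100 for the full control effect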
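MLSMR compounds, 24 hr on cells at 37 deg C/5% CO2; luminescence after luciferase reagent (12 min RT). Inhibition counted as the undesired cytotoxic outcome.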
HT1080 IDH1KD tx: qHTS for induction of synthetic lethality in tumor cells producing 2HG: qHTS for the HT-1080-IDH1KD cell line; HT-1080 IDH1 knockdown viability, ATP luminescence, 48 h; Potency, µM (doses to about 46.1 µM), inactives show at the highest dose activity, negative = toxicity, usual class: cytotoxic; 360,000 tested, 2% active;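 note: potency is the fitted concentration of half-maximal effect; 0% = DMSO wells and -100% = cell-free medium wells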
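CellTiter-Glo luminescence after 48 h compound exposure at 37 degrees C of IDH1-knockdown HT-1080 cells in 5% FBS RPMI. %Activity scaled between DMSO wells and cell-free media wells, with curves fitted and assigned curve classes.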
D3 ag: qHTS of D3 Dopamine Receptor Agonist: qHTS; D3R DiscoveRx beta-arrestin cells, luminescence, 90 min; max activation, %; 410,000 tested, 0.58% active; AID 652048, 2013; in the data active = max activation above about 30%; note: 0% is about no effect; mostly tested at two doses, the higher about 12 µM
Target sequence (P35462 whole entry, looked up): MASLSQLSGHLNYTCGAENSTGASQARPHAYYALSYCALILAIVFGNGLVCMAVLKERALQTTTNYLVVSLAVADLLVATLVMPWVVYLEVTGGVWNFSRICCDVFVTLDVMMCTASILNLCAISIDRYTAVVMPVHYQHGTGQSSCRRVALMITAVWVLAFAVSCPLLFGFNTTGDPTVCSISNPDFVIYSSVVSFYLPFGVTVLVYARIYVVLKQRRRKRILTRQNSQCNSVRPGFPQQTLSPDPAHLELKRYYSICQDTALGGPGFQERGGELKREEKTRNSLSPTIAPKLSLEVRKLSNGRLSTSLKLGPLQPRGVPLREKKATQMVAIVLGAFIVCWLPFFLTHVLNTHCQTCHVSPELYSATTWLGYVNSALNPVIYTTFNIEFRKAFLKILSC
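Agonist-mode cell screen: cells plated at 1500/well and incubated overnight at 37 °C, then exposed to library compounds for 90 min at 37 °C. Detection reagent was added for 30–60 min at room temperature, and luminescence was read.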
* = called active by the depositor; ? = inconclusive; / = not tested or not shown; [ ] = dose if it differs, or a comment. Unless noted, calls come from the whole dose curve; as a rule, active = well fitted curve in the direction sought with a large enough effect; inconclusive = small, poorly fitted or top-dose-only effect, or another doubt; inactive = no such curve, though single readings can be large; an effect the other way counts as inactive or inconclusive. A portion of the library; count on the stated rates, not on these rows.

SMILES	HT1080NT lethal	GLP1R cytotox	HT1080 IDH1KD tx	D3 ag
COc1ccc(OC)c(CNC(=O)c2nn(C)c3c2CSc2ccccc2-3)c1	/	5%	/	-7
O=C(NC1CC(=O)N(c2ccccc2)C1)c1ccc(S(=O)(=O)N2CCCCC2)cc1 (configuration not stated)	/	1%	/	5
Oc1ccc(-c2nc3ccc(Cl)cn3c2Nc2ccc(Cl)cc2)cc1	/	-4%	/	1
CC(C)CCNC(=O)CSc1c2c(nc3ccc(Cl)cc13)CCCC2	/	5%	/	-3
CCc1cc2c(cc3c(=O)n(CC(=O)N4CCN(c5cc(Cl)ccc5C)CC4)ncn32)s1	/	0%	/	15
COc1ccc(CCNC(=O)c2ccc3c(c2)N(Cc2cccc(Cl)c2)C(=O)c2ccccc2S3=O)cc1OC (configuration not stated)	/	0%	/	2
COc1ccc(-c2nc3scc(CCNS(=O)(=O)c4ccc5c(c4)OCCO5)n3n2)cc1OC	/	2%	/	9
COCCNC(=O)CSc1nc(-c2cc(OC)c(OC)c(OC)c2)[nH]c1-c1ccc(Cl)cc1	/	-5%	/	-24
Cc1ccc(NC(=O)CN2C(=O)COc3ccc(S(=O)(=O)N4CCCCCC4)cc32)cc1Cl	/	-20%	/	-3
CCCN(C(=O)c1cc2ccc3cccnc3c2[nH]1)c1ccc(F)cc1	/	6%	/	-12
COCc1cc(C)nc2sc(C(=O)Nc3cc(C)ccc3F)c(N)c12	/	211%[activator]	/	1
Cc1cccc(OCCSc2nc3ccccc3n2CC(=O)N2CCOCC2)c1	/	-19%	/	0
CCCCCCOc1ccc(C2C(=O)N(C3CCCCC3)CC(=O)N2CCC)cc1 (configuration not stated)	/	1%	/	-17
Cc1ccc(-c2nc3scc(CCNS(=O)(=O)c4ccc(F)c(C)c4)n3n2)cc1	/	-11%	/	-23
CC(=O)c1sc(NC(=O)c2c(-c3ccccc3)c(-c3ccccc3)nn(C)c2=O)nc1C	/	-19%	/	2
COc1ccc(-n2nnnc2C2CCN(S(=O)(=O)c3ccc(NC(C)=O)cc3)CC2)cc1	/	2%	/	17
COc1ccccc1C(=O)Nc1cccc(C(=O)OCc2cc(=O)n3nc(C)sc3n2)c1	/	-2%	/	12
Cc1cc(C)c2c(c1)c(C)cc1nnc(SCC(=O)c3ccc(F)cc3)n12	/	6%	/	5
COc1ccc(-c2noc(CNC(=O)c3ccco3)n2)cc1	/	-3%	/	-6
COC(=O)Cn1c(CN2CCN(c3ccc(OC)cc3)CC2)nc2c1c(=O)[nH]c(=O)n2C	/	0%	/	5
CCOc1cccc(C2c3[nH]c4ccccc4c3CCN2C(=O)CSc2ccccc2)c1 (configuration not stated)	/	0%	/	-15
Cc1cccc2sc(N(CCCN(C)C)C(=O)COc3ccccc3)nc12	/	?	/	-10
CCOC(=O)N1CCc2c(sc3c2c(=O)n(Cc2ccccc2)c(=O)n3Cc2ccccc2Cl)C1	/	-14%	/	5
COc1ccc(C)cc1NC(=O)C(=O)NCCc1csc(-c2ccc(C)cc2)n1	/	-8%	/	11
Cc1ccc(/C=C/c2onc(C)c2S(=O)(=O)N2CCC(C(=O)N3CCOc4ccc(C)cc43)CC2)cc1	/	1%	/	-8
CCN(Cc1ccccc1)C(=O)Cn1c(=O)n(-c2ccc(Cl)cc2)c(=O)c2c(C)c(C(=O)N(C)C)sc21	/	-7%	/	-6
COc1ccc(NC(=O)Cn2c(=O)n(CCCCCC(=O)NCc3ccc4c(c3)OCO4)c(=O)c3sccc32)cc1Cl	/	1%	/	-7
CCOc1ccccc1C(=O)N(Cc1ccc(N(C)C)cc1)CC1CCCO1 (configuration not stated)	/	-9%	/	8
COc1cccc(N2CCN(C(=O)c3ccc4nc(N5CCC(C)CC5)sc4c3)CC2)c1	/	3%	/	9
CCOc1ccc(-n2ccnc2SCC(=O)Nc2nc3ccc(C)cc3s2)cc1	/	-1%	/	2
COc1ccc(OC)c(Nc2nc(-c3ccc(C)cc3)nc3ccccc23)c1	/	-4%	/	-8
Cc1cccc(NC(=O)Cn2nc(C)c3nn(-c4ccc(Cl)cc4)c(C)c3c2=O)c1C	/	-1%	/	2
O=C(CSc1nc2c(sc3ccccc32)c(=O)n1CCCC(=O)NC1CCCC1)Nc1ccc(F)cc1	/	7%	/	-2
COc1cccc(-n2cc(C(=O)Nc3cc(C)c(Cl)cc3OC)c3ccccc3c2=O)c1	/	16%	/	-4
Cc1ccc(-c2cnc(NCc3ccc(C(C)C)cc3)n2C)cc1	/	-2%	/	-23
O=C(Nc1ccc(F)cc1)Nc1nnc(SCC(=O)N2CCCCC2)s1	/	0%	/	-8
COC(=O)c1ccccc1NC(=O)Cn1nc(C(F)(F)F)c2c1CCCC2	/	1%	/	-24
Cc1ncc(CO)c2c1Oc1nc(-c3ccccc3)nc(SCC(=O)Nc3cccc(C(F)(F)F)c3)c1C2	/	5%	/	-23
Cc1cccc(NC(=O)Cn2nc(-c3ccc(Cl)cc3)c3ccccc3c2=O)c1	/	1%	/	1
Cc1cc(C)c(NC(=O)Cn2c(=O)n(Cc3ccc(C(=O)NCc4ccco4)cc3)c(=O)c3sccc32)c(C)c1	/	-19%	/	-9
Clc1cccc(-n2cc(-c3ccccc3)c3c(N4CCCCC4)ncnc32)c1	/	9%	/	2
Cc1ccc(CN2C(=O)c3ccccc3Sc3ccc(C(=O)N4CCOCC4)cc32)cc1	/	-3%	/	8
CCOc1ccc2nc(N3CCN(C(=O)c4ccc5c(c4)CCCC5)CC3)sc2c1	/	-4%	/	2
O=C(CCn1c(=O)c2cccn2c2cccnc21)NCc1cccc(Br)c1	/	4%	/	-14
Cc1ccc(Cl)cc1NC(=O)c1oc2c(c1C)-c1[nH]ncc1CC2	/	-5%	/	-8
CC1Cc2cc(S(=O)(=O)CCC(=O)Nc3cccc(F)c3)ccc2N1C(=O)C1CC1 (configuration not stated)	/	-7%	/	0
Cc1ccc(C)c(NC(=O)CSc2nnc(NC(=O)Nc3ccccc3)s2)c1	/	2%	/	3
CCOc1ccc(-n2cc(-c3ccccc3)c3c(NCc4ccc(F)cc4)ncnc32)cc1	/	-3%	/	0
Cc1c(C(=O)Nc2nc(-c3ccc(F)cc3)ns2)oc2ccc(Cl)cc12	/	10%	/	-4
CCC(=O)N1CCc2cc(CNS(=O)(=O)c3ccc(Br)s3)ccc21	/	-3%	/	3
COCCCNC(=O)C1CCN(c2ncnc3c2nc2n3CCCCC2)CC1	/	4%	/	-18
Cc1nn(-c2cccc(Cl)c2)c2nc(-c3cccnc3)cc(C(F)(F)F)c12	/	-3%	/	7
CCN1CCN(c2cc(C)c3cc(NC(=O)/C=C/c4cccc(OC)c4OC)ccc3n2)CC1	/	?	/	-20
O=c1c2ccccc2nc(N2CCN(c3cccc(Cl)c3)CC2)n1-c1ccccc1	/	-14%	/	-9
Cc1ccc(-c2nc(-c3cccs3)c(-c3cccs3)[nH]2)cc1	/	-3%	/	-1
CCN(CC)CCNC(=O)c1ccc2c(=O)n3nc(Nc4ccccc4)sc3nc2c1	/	-2%	/	-17
NC(=O)Cn1c(=O)n(CCCCCC(=O)NCc2ccccc2Cl)c(=O)c2sccc21	/	0%	/	-1
CCOc1ccc(CCNC(=O)Cn2nc(CC)n3c(cc4sc(CC)cc43)c2=O)cc1OCC	/	1%	/	10
Cc1c(-c2nnc(SCC(=O)Nc3ccccc3F)o2)nnn1-c1ccc(F)cc1	/	3%	/	-8
COc1ccc(/C=C/c2nc(C#N)c(NC3CCCCC3)o2)cc1OC	/	37%[activator]	/	4
More entries:
SMILES	HT1080NT lethal	GLP1R cytotox	HT1080 IDH1KD tx	D3 ag
CCOCCCNC(=O)NC(CCC(C)C)c1c(-n2cccc2)sc2c1CCN(C)C2 (configuration not stated)	/	8%	/	-17
CC(C)COc1ccc(C(=O)Nc2scc(-c3ccc(Br)cc3)c2C(=O)OC(C)C)cc1	/	-3%	/	1
CCN(C(=O)c1nn(C)c2c1CSc1ccccc1-2)c1cccc(C)c1	/	-4%	/	-7
Oc1cccc(-c2nc(-c3cccs3)c(-c3cccs3)[nH]2)c1	/	-5%	/	-8
CCOC(=O)N1CCc2c(sc3c2c(=O)n(-c2ccc(Cl)cc2)c(=O)n3Cc2cccc(OC)c2)C1	/	3%	/	2
Cc1nc2nncn2c(N2CCN(c3ccccc3)CC2)c1C	/	-6%	/	1
CCCOC(=O)c1c(-c2ccccc2)c(-c2ccccc2)nn(C)c1=O	/	-11%	/	2
COCc1cc(C)nc2sc3c(c12)NC(c1ccc(O)cc1)N(c1ccc(C)cc1)C3=O (configuration not stated)	/	75%[activator]	/	-15
CCOC(=O)C1=C(CN2CCN(c3ccc(C)cc3C)CC2)NC(=O)NC1c1ccc(OC)cc1 (configuration not stated)	/	-20%	/	0
CCc1ccccc1NC(=O)CSc1ncc(S(=O)(=O)c2ccc(C(C)C)cc2)c(N)n1	/	-3%	/	6
CCc1ccc(OCC(=O)N(Cc2ccco2)Cc2ccccc2Cl)cc1	/	9%	/	-4
CC1CCc2onc(C(=O)N3CCN(c4ccc(F)cc4)CC3)c2C1 (configuration not stated)	/	7%	/	6
COc1cc(NC(=O)CC2C(=O)N(c3cccc(C)c3)C(=O)N2Cc2ccco2)cc(OC)c1 (configuration not stated)	/	-12%	/	62*
Cc1cccc2sc(N(Cc3cccnc3)C(=O)CCOc3ccccc3)nc12	/	12%	/	-27
Cc1oc2cc3oc(=O)c(CCC(=O)NCCc4ccccc4F)c(C)c3cc2c1C	/	-10%	/	-7

Profiles, looked up by structure. Screens in order: HT1080NT lethal	GLP1R cytotox	HT1080 IDH1KD tx	D3 ag
Cc1oc2cc3oc(=O)c(CCC(=O)NCCc4ccccc4F)c(C)c3cc2c1C in the list: /	-10%	/	-7
CCc1ccccc1NC(=O)CSc1ncc(S(=O)(=O)c2ccc(C(C)C)cc2)c(N)n1 in the list: /	-3%	/	6

Following part
SMILES	HT1080NT lethal	GLP1R cytotox	HT1080 IDH1KD tx	D3 ag
CCn1c(C(=O)NCc2ccc(C)cc2)cc2sc(Cl)cc21	/	1%	/	-6
Cc1ccc2nc(N(Cc3cccnc3)C(=O)CCS(=O)(=O)c3ccccc3)sc2c1	/	-4%	/	-5
COc1cccc(C2C(=O)N(C3CCCCC3)CC(=O)N2CCc2ccc(OC)c(OC)c2)c1 (configuration not stated)	/	4%	/	-1
CC(=O)c1cccc(NC(=O)CSc2nnc3ccc(-c4ccc(Cl)cc4)nn23)c1	/	-4%	/	-13
COc1cccc(C(C(=O)NCc2ccccc2)N(C(=O)Cn2nnc3ccccc32)c2cccc(C(C)=O)c2)c1 (configuration not stated)	/	-23%	/	4
CCOC(=O)c1c(C)[nH]c(CCC(=O)Nc2cc(Cl)ccc2OC)c1C	/	-4%	/	3
O=C(COc1ccc(Cl)cc1)NCC(c1ccco1)S(=O)(=O)c1ccccc1 (configuration not stated)	/	-8%	/	-25
COc1ccc(-n2cc(C(=O)N(C)c3cc(C)ccc3OC)c3ccccc3c2=O)cc1	/	-10%	/	-25
CCC(Sc1nc2n[nH]c(C)c2c(=N)n1-c1ccccc1Cl)C(=O)N(CC)CC (configuration not stated)	/	-2%	/	-14
NCCCN(Cc1ccc(Cl)c(Cl)c1)c1ccccn1	13µM*	/	11µM*	/
COc1ccc(CCn2c3c(c(=O)[nH]c2=S)CN(c2ccccc2)CN3)cc1OC	7%	/	0%	/
COc1ccc(C2Nc3ccc(NC(=O)COC(C)=O)cc3C(=O)N2Cc2ccccc2)cc1COc1ccc(NC(C)=O)cc1 (configuration not stated)	-29%	/	-21%	/
CCCN1CNc2c(c(=O)[nH]c(=S)n2CCc2ccccc2OC)C1	7%	/	0%	/
Cc1ccc(NC(=O)c2ccc(NC(=O)C3CCCC3)cc2)c(C)c1	4%	/	3%	/

Shown with values under each structure: entries from further up
Values run as follows: HT1080NT lethal, GLP1R cytotox, HT1080 IDH1KD tx, D3 ag
> CC(=O)c1cccc(NC(=O)CSc2nnc3ccc(-c4ccc(Cl)cc4)nn23)c1
  /, -4%, /, -13
> COc1ccc(-n2cc(C(=O)N(C)c3cc(C)ccc3OC)c3ccccc3c2=O)cc1
  /, -10%, /, -25
> COc1ccc(CCn2c3c(c(=O)[nH]c2=S)CN(c2ccccc2)CN3)cc1OC
  7%, /, 0%, /
> Cc1ccc(NC(=O)c2ccc(NC(=O)C3CCCC3)cc2)c(C)c1
  4%, /, 3%, /
